LmPK inh: blocks Leishmania mexicana pyruvate kinase activity. AID 1721. 290,000 compounds, 0.37% hits. Potency, µM (series often up to 57.5 µM), for the others: at the highest dose activity change, negative = inhibition, hits mostly inhibitors. Q27686. purified LmPK, Kinase-Glo ATP luminescence, 1 h; also: potency is read from the fitted curve at half-maximal effect
Target sequence (Q27686 whole entry, looked up): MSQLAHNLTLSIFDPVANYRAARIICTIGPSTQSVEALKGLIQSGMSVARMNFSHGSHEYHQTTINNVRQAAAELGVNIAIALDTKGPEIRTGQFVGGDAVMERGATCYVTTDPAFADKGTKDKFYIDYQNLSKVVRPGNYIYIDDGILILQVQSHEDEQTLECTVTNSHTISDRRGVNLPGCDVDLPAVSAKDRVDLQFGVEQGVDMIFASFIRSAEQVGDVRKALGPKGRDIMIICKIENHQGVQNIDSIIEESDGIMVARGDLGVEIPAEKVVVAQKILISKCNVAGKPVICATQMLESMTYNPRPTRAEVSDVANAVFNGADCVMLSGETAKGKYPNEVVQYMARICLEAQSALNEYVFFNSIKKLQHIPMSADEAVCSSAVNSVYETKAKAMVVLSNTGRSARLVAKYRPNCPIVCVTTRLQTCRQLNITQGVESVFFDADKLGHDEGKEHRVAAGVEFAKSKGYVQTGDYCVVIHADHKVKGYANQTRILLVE
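Kinase-Glo luminescence read after 1 h RT reaction of 0.1 nM LmPK with 0.5 mM PEP and 0.1 mM ADP. Activity scaled between uninhibited and enzyme-free controls.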
AmpC inh no detg: inhibitors of E. coli AmpC beta-lactamase without detergent; AmpC nitrocefin hydrolysis, absorbance 480 nm, 0.0001% Triton; 330,000 compounds, 0.52% hits; P00811; Potency, µM (top dose mostly 57.1 µM), for the others: at the highest dose activity change, negative = inhibition, actives largely listed as inhibitors; AID 485341;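 also: potency is read from the fitted curve at half-maximal effect; plate controls were no compound for no effect and no enzyme for full effect; nearly all actives have a fitted effect of over 20% in size; some results filed as inactive show a strong effect at the top dose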
Target sequence (P00811 whole entry, looked up): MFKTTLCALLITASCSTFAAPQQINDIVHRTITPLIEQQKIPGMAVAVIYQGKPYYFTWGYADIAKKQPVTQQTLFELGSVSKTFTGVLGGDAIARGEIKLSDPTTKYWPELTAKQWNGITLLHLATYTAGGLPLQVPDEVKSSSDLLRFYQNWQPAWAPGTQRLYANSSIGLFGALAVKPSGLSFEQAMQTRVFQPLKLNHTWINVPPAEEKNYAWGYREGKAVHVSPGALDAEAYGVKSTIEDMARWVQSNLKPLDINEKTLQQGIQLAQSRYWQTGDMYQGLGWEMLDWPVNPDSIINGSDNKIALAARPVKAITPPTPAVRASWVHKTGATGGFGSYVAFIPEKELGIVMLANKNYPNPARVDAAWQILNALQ
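AmpC (5.3 nM in the dispensed reagent) in 20 mM phosphate pH 7.0 with 0.01% (detergent screen) or 0.0001% Triton X-100 was preincubated with compounds for 15 min at room temperature. Nitrocefin was then added from an 800 uM solution, and hydrolysis was followed at 480 nm.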
AMA1-RON2 inh: AMA1-RON2 (P. falciparum) interaction inhibition | AlphaScreen AMA1-biotinylated RON2 peptide binding | Potency, µM (series often up to 58.2 µM), inactives show top-dose activity change, negative = inhibition, hits mostly inhibitors | 360,000 compounds, 0.2% hits;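 also: potency is read from the fitted curve at half-maximal effect; 0% = vehicle wells and -100% = peptide control; nearly all actives have a fitted effect of over 45% in size; some results filed as inactive show a strong effect at the top dose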
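AMA1 (3D7) with his tag at 25 nM final met compounds first, then biotinylated RON2 peptide at 25 nM; detection used donor plus acceptor beads, 10 µg/mL apiece, read by AlphaScreen after 30 min at room temperature.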
HCMV inh: blocks human cytomegalovirus replication; 410,000 compounds, 4.5% hits; activity change, negative = inhibition, % at 57.5 µM; HFF cells, HCMV-luciferase reporter, 72 h; active compounds read low; in the data active = activity change below about -60%; inconclusive = no clear call, values can overlap the other calls; inactive = above about -39%
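Screen run at 2 compound doses on HFFs infected with reporter HCMV, MOI 1 PFU/cell. Luciferase activity from cell lysates at 72 h post infection gave inhibition relative to buffer-only and Salinomycin wells.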
Tb PYK inh: T. brucei pyruvate kinase inhibition. Q57TT1. Potency, µM (doses to about 76.8 µM), inactives show top-dose activity, negative = inhibition, usual class: inhibitors. 410,000 compounds, 0.12% hits. TbPYK enzyme, Kinase-Glo Plus ATP luminescence, 45 min. AID 624173; also: potency is read from the fitted curve at half-maximal effect; nearly all actives have a fitted effect of over 50% in size
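T. brucei PYK with substrate was exposed to pin-transferred compounds across a concentration series, then started with 130 uM ADP (final). After 45 min at room temperature, Kinase-Glo Plus luminescence was read, normalized and curve-fitted.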
Sm TGR inh: blocks Schistosoma mansoni thioredoxin glutathione reductase; Q962Y6; purified TGR, DTNB reduction, TNB absorbance 405 nm; Potency, µM (doses to about 114 µM), inactives show top-dose activity change, negative = inhibition, hits mostly inhibitors; 360,000 compounds, 3% hits; AID 485364; also: potency is read from the fitted curve at half-maximal effect; nearly all actives have a fitted effect of over 60% in size
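Kinetic colorimetric format: TGR-catalysed, NADPH-driven DTNB reduction monitored via TNB absorbance. Enzyme dispensed at 20 nM; compound exposure 15 min at room temperature before reaction start.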
AmpC detergent: blocks E. coli AmpC beta-lactamase in detergent assay | P00811 | AmpC hydrolysis of nitrocefin, absorbance 480 nm, 0.01% Triton | Potency, µM (doses to about 114 µM), for the others: at the top dose activity change, negative = inhibition, usual class: inhibitors | 370,000 compounds, 0.041% hits;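 also: potency is read from the fitted curve at half-maximal effect; 0% = no-compound wells and -100% = no-enzyme wells; nearly all actives have a fitted effect of over 25% in size; some results filed as inactive show a strong effect at the top dose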
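AmpC (5.3 nM in the dispensed reagent) in 20 mM phosphate pH 7.0 with 0.01% (detergent screen) or 0.0001% Triton X-100 was preincubated with compounds for 15 min at room temperature. Nitrocefin was then added from an 800 uM solution, and hydrolysis was followed at 480 nm.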
Numbers without * were called inactive; ? = inconclusive; · = no result given; + = active, no number; & = joins results of further samples; [ ] = dose if it differs, or a comment. Unless noted, calls follow the shape of the dose curve; as a rule, active = well fitted curve in the direction sought with a large enough effect; inconclusive = small, poorly fitted or top-dose-only effect, or another doubt; inactive = no such curve, though single readings can be large; an effect the other way counts as inactive or inconclusive. Unless noted, % is scaled to controls: 0 for no effect and ±100 for the full control effect.

no.	Structure	LmPK inh	AmpC inh no detg	AMA1-RON2 inh	HCMV inh	Tb PYK inh	Sm TGR inh	AmpC detergent
1	CN1CCN(Cc2coc3c(Cl)cc(Cl)cc3c2=O)CC1	-0.8%	-11.3%	-9.5%	15.4	-20.5%	?	-8.4%
2	C=CCN1/C(=C2/SC(=S)N(C)C2=O)Sc2ccccc21	-8.3%	-3.7%	·	·	·	1.3%	?
3	CC1Sc2ccc(S(=O)(=O)NCCc3ccccc3)cc2NC1=O (centres undefined)	-6.8%	-22.3%	6.1%	+	-1.6%	1.0%	-2.9%
4	Cn1ccc(C(=O)N/N=C/c2cccnc2)n1	-1.1%	-2.3%	0.0%	-10.4	-0.7%	-3.6%	-8.9%
5	CCOC(=O)N1CCN(C(=O)COc2ccc3oc4c(c3c2)CCCC4)CC1	·	174.2%[activator]	-4.2%	-21.6	-5.4%	1.0%	-7.6%
6	CCOC(=O)CSc1nc2sc3c(c2c(=O)n1-c1ccccc1)CCN(C)C3	-1.1%	-0.8%	-13.9%	-29.5	-0.9%	-9.8%	-16.0%
7	COc1ccccc1CC(=O)c1ccccc1OC	·	·	-23.7%	-21.0	1.6%	·	·
8	O=[N+]([O-])c1ccccc1-c1ccc(C(=S)N2CCN(c3ccccc3)CC2)o1	0.7%	-45.9%	?	47.6	-25.3%	-4.2%	-5.8%
9	Cc1ccc(NC2(C#N)C(=O)Nc3ccccc32)cc1C (centres undefined)	4.4%	-15.0%	0.6%	-8.7	1.9%	1.6%	-4.0%
10	CC1CC(C)CN(S(=O)(=O)N2CCCC(C(=O)NC(C)c3ccccc3)C2)C1 (centres undefined)	5.8%	46.7%	-3.0%	-4.7	2.7%	5.5%	-12.3%
11	O=C(NNC(=O)C12CC3CC(CC(O)(C3)C1)C2)c1ccccc1O	-2.4%	-21.0%	117.9%[activator]	98.6	-8.5%	-27.7%	3.7%
12	COc1ccc2c(CC(=O)O)cc(=O)oc2c1	0.1%	-0.7%	-10.7%	-6.7	-5.0%	2.5%	-4.9%
13	COC(=O)C1=C(C(=O)OC)[C@@H]2N(C)c3ccccc3[C@@]23C[C@@H](C(=O)OC)N(C(=O)c2cc(C)oc2C)C3=N1	1.3%[11.5 µM]	211.8%[activator]	-18.7%	·	-1.5%	1.2%	4.4%
14	O=C(c1ccco1)N1CCCC(N2CCN(c3ccccc3F)CC2)C1 (centres undefined)	8.3%	-6.3%	0.1%	40.4	-4.6%	-23.1%	-2.6%
15	CCN(Cc1ccccc1)C(c1cccc(C#N)c1)c1nnnn1C(C)(C)C (centres undefined)	1.0%	16.1%	-3.1%	-21.8	3.6%	-12.8%	1.6%
16	CC1CN(c2ccccc2)NC1=O (centres undefined)	-2.8%	-1.7%	-4.4%	9.9	-8.9%	·	-0.2%
17	CCc1ccc(O)c(-c2cc(C(=O)Nc3cccnc3)[nH]n2)c1	9.7%	-27.2%	104.0%[activator]	24.5	-21.2%	-1.9%	7.1%
18	CCOC(=O)N1CCN(C(=O)c2ccc(N3C(=O)CCC3=O)cc2)CC1	-5.1%	-5.2%	-3.6%	14.6	-3.7%	5.1%	?
19	COc1cccc(N2CCN(C(=O)Nc3ccccc3Cl)CC2)c1	-1.0%	0.7%	31.7%[activator]	?	-4.3%	7.3%	?
20	CN1CCC(N(C)C(=O)COc2ccccc2Cl)CC1	·	-5.0%	4.3%	36.0	7.1%	2.1%	1.0%
21	[O-]/C(=C(\C(=S)Nc1cccc2ccccc12)[n+]1ccccc1)c1ccc(OC(F)F)cc1	17.8%	-35.7%	-16.5%	12.4	0.4%	-7.4%	?
22	CCCSc1nnc(NC(=O)Cc2ccc(OC)c(OC)c2)s1	-0.1%	0.8%	-3.3%	5.0	2.0%	0.7%	-1.8%
23	CCC(=O)N1CCc2cc(Br)cc(S(=O)(=O)N(CC)Cc3ccccc3)c21	·	·	·	6.5	-0.9%	5.0%	6.0%
24	Cc1ccc(S(=O)(=O)NN2C(=O)c3ccccc3NC2c2ccccc2F)cc1 (centres undefined)	-0.7%	-21.2%	13.1%	-29.7	-1.8%	6.9%	-3.2%
25	CCN(CC)c1ccc(C(=O)NNC(=O)CCl)cc1	-12.7%	-41.8%	50.8%[activator]	-34.8	-13.1%	20µM*	-4.5%
26	CC(C)(C)NC(=O)c1c(F)c(F)c(F)c(F)c1F	0.0%	-6.5%	-18.4%	-15.7	-11.0%	0.7%	-3.0%
27	COc1ccc(N(C(=O)c2snc(C(N)=O)c2N)C(C(=O)NC2CCCC2)c2cc(OC)ccc2OC)cc1 (centres undefined)	0.1%	79.0%[activator]	-13.1%	-30.9	0.9%	2.2%	-10.9%
28	c1c2c(cc3sc(N4CCCCC4)nc13)OCCO2	6.31µM*	1.6%	0.9%	-64.2*	?	-18.0%	-18.7%
29	O=C(COC(=O)/C=C/c1ccc(C(F)(F)F)cc1)NC(=O)NCc1ccco1	·	-22.2%	-18.3%	-21.4	0.3%	-16.8%	-3.4%
30	CCN1C(=NCCCCO)N[C@@H](c2cccc(F)c2)C(C(=O)OC)=C1C	-11.2%&0.1%	-19.3%&-23.9%	4.1%	-2.3	2.1%	3.6%&-2.8%	?

Laid out differently: four of the compounds above
The line under a structure holds: LmPK inh, AmpC inh no detg, AMA1-RON2 inh, HCMV inh, Tb PYK inh, Sm TGR inh, AmpC detergent
21. [O-]/C(=C(\C(=S)Nc1cccc2ccccc12)[n+]1ccccc1)c1ccc(OC(F)F)cc1
    17.8%, -35.7%, -16.5%, 12.4, 0.4%, -7.4%, ?
22. CCCSc1nnc(NC(=O)Cc2ccc(OC)c(OC)c2)s1
    -0.1%, 0.8%, -3.3%, 5.0, 2.0%, 0.7%, -1.8%
23. CCC(=O)N1CCc2cc(Br)cc(S(=O)(=O)N(CC)Cc3ccccc3)c21
    ·, ·, ·, 6.5, -0.9%, 5.0%, 6.0%
24. Cc1ccc(S(=O)(=O)NN2C(=O)c3ccccc3NC2c2ccccc2F)cc1 (centres undefined)
    -0.7%, -21.2%, 13.1%, -29.7, -1.8%, 6.9%, -3.2%

Back to the main list, starting 3 compounds before the break.
no.	Structure	LmPK inh	AmpC inh no detg	AMA1-RON2 inh	HCMV inh	Tb PYK inh	Sm TGR inh	AmpC detergent
28	c1c2c(cc3sc(N4CCCCC4)nc13)OCCO2	6.31µM*	1.6%	0.9%	-64.2*	?	-18.0%	-18.7%
29	O=C(COC(=O)/C=C/c1ccc(C(F)(F)F)cc1)NC(=O)NCc1ccco1	·	-22.2%	-18.3%	-21.4	0.3%	-16.8%	-3.4%
30	CCN1C(=NCCCCO)N[C@@H](c2cccc(F)c2)C(C(=O)OC)=C1C	-11.2%&0.1%	-19.3%&-23.9%	4.1%	-2.3	2.1%	3.6%&-2.8%	?
31	Cc1cc(C(=O)COc2ccccc2Cl)c(C)n1-c1ccc2c(c1)OCO2	-5.6%	-40.8%	-22.7%	28.2	0.4%	-10.6%	-9.6%
32	N#Cc1ccc(-c2csc(NNC(=O)c3ccc(Br)cc3)n2)cc1	8.6%	?	12.8%	-105.6*	-0.3%	-13.1%	?
33	COC(=O)CSc1nc2cc(OC)ccc2cc1C#N	1.1%	1.9%	-28.5%	36.0	5.6%	14.4%	-13.8%
34	COC(=O)c1ccc(-n2c(CCC(=O)O)ccc2-c2ccccc2)cc1	-0.7%	-20.5%	-3.9%	·	-4.8%	14.1µM*	-0.7%
35	O=C(O)/C=C/C(=O)Nc1ccc(Oc2ccccc2)cc1	4.2%	-21.1%	-21.7%	-3.3	3.5%	-26.1%	-8.3%
36	O=C(Cn1cc([N+](=O)[O-])cn1)NCc1ccco1	3.9%	-42.1%	-3.0%	?	-3.0%	?	-3.4%
37	Cc1ccc(N=c2c([N+](=O)[O-])nn(-c3ccc(Cl)cc3)n2O)cc1C	0.1%	-36.1%	-14.5%	14.7	-3.8%	-18.8%	4.8%
38	Cc1ccc(C(=O)Nc2nc(COc3ccccc3)cs2)s1	0.3%	·	6.6%	-74.9*	-7.3%	6.8%	1.1%
39	CC(C)(C)C(=O)Cn1c(=O)n(CCCCCC(=O)NCc2ccccc2Cl)c(=O)c2sccc21	·	·	·	-20.9	-1.9%	8.4%	21.9%
40	COc1ccc(C(=O)N/N=C(/C)c2cccc(NC(=O)c3ccccc3F)c2)cc1	-1.6%	-14.2%	12.0%	14.9	1.1%	6.9%	4.3%
41	COc1ccc(C2=NN(C(=O)CSc3nc(=O)n4cccc(C)c4n3)C(c3ccc(C)cc3)C2)cc1 (centres undefined)	·	-21.4%	-2.7%	?	2.9%	-1.2%	1.2%
42	O=C(CNC1CCCCC1)N1CCC2(CC1)OCCO2	1.6%	-20.3%	-18.9%	91.7	3.5%	-23.8%	?
43	Cc1nnc(N(Cc2ccco2)C(=O)c2ccc(C#N)cc2)s1	1.0%	6.6%	-6.8%	6.5	0.6%	?	9.4%
44	Cc1ccc(CSc2nnc(-c3cnccn3)n2C)cc1	-8.6%	-1.0%	11.9%	?	-8.4%	16.3%	-4.5%
45	COc1cc(NC(=O)c2cc3ccccc3o2)ccc1NC(=O)c1ccco1	-2.9%	-17.8%	3.3%	-0.6	0.8%	6.5%	-2.2%
46	Cc1nc(C)c(C(=O)OCC(=O)NCCc2ccc(F)cc2)s1	·	-4.0%	1.6%	-25.2	-0.5%	-11.9%	-13.7%
47	CC(=O)C1=C(C)OC(N)=C(C#N)C1c1cccnc1 (centres undefined)	0.2%	129.1%	19.7%	43.7	3.2%	-32.7%	-2.5%
48	COc1ccc(CCNC(=O)CCNC(=O)N2CC(=O)Nc3ccccc32)cc1OC	-0.7%	-9.2%	26.0%	?	-2.4%	-21.0%	0.3%
49	Cc1ccc(S(=O)(=O)N2C[C@H]3C(=O)C[C@@H](c4ccccc4)N(S(=O)(=O)c4ccc(C)cc4)[C@H]3C[C@H]2c2cccc3ccccc23)cc1	·	·	26.7%	3.6	0.3%	·	·
50	COc1cccc(-c2ncc3ccccc3c2COC(=O)N(C)C)c1	·	-1.4%	-2.5%	3.7	-2.6%	-14.2%	-3.3%
51	CCCCN(CC)C(=O)c1ccc(Cl)c(Cl)c1	2.4%	1.1%	13.2%	-28.5	-4.0%	1.9%	-4.4%
52	CC1CCc2nc(NC(=O)CN3CCN(Cc4ccc5c(c4)OCO5)CC3)sc2C1 (centres undefined)	0.1%	196.1%[activator]	-16.6%	-62.9*	5.0%	7.2%	-6.5%
53	COc1cccc(-n2c(N)c(C(=O)Nc3c(C)n(C)n(-c4ccccc4)c3=O)c3nc4ccccc4nc32)c1	1.1%	72.2%[activator]	-6.2%	-4.2	-2.4%	-0.2%	1.5%
